SKN-1 inh: inhibitors of C. elegans SKN-1 | C. elegans VP596 Pgst-4::GFP/RFP ratio, acrylamide-induced, 24 h | inhibition, % at 21.8 µM | 360,000 compounds, 0.49% hits;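 active means interference check ratio from 0.5 to 1.5 plus GFP to RFP signal ratio inhibition reaching or exceeding a fixed threshold, cut at about 30% in these data, passing the limit was not always enough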; further: some compounds called inactive have numbers as strong as hits
Scp1 inh: blocks human Scp-1 phosphatase activity. AID 493091. inhibition, % at 20 µM. Q9GZU7. Recombinant Scp1, phosphopeptide, malachite green phosphate absorbance. 340,000 compounds, 0.88% hits;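 active means inhibition above about 50% at 20 µM, limit read from the data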;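 further: plate controls were DMSO wells with enzyme for no effect and wells lacking enzyme for full effect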
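Assay system: SCP-1 catalytic fragment, aa 76-261 | Buffer or medium: Tris acetate buffer pH 5.5 with MgCl2 and Tween-20 | Compound: One concentration, 20 µM, with 1.0% DMSO | Also added: Phospho 17-mer peptide substrate | Signal: Absorbance at 630 nm | Incubation: 45 min enzyme reaction at room temperature | Measure: % inhibition of SCP-1 phosphate liberation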
STEP inh: inhibitors of human striatal-enriched phosphatase STEP. recombinant STEP, OMFP fluorogenic substrate, fluorescence. 360,000 compounds, 0.25% hits. inhibition, % at 20 µM. P54829;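 active means inhibition at 20 µM, scaled per plate between control wells, above about 37%, limit read from the data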;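 further: 0% = DMSO with enzyme and substrate and 100% = substrate only without enzyme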
Target sequence (P54829 whole entry, looked up): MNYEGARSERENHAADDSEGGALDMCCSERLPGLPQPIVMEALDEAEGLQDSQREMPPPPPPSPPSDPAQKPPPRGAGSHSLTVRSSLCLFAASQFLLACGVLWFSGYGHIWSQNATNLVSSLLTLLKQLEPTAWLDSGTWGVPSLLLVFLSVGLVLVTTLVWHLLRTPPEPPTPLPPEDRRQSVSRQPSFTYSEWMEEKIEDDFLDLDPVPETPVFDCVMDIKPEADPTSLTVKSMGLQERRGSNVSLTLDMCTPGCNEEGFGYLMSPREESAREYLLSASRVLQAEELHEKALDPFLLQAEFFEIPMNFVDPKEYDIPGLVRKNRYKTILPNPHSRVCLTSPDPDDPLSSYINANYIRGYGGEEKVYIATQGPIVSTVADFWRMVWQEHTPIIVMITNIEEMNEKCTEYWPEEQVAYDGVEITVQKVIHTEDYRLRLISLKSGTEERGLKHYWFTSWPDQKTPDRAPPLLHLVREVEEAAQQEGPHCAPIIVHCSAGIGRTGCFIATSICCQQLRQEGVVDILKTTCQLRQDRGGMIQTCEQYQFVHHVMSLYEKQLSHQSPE
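Assay system: isolated STEP enzyme. Buffer or medium: pH 6.0 Bis-Tris with DTT and Tween 20. Also added: fluorogenic phosphatase substrate OMFP at 25 µM final. Dosing: 20 µM, 1% DMSO. Timing: 20 min reaction, room temperature, in the dark. Measured by: fluorescence intensity, excitation 480 nm, emission 540 nm. Evaluation: normalized % inhibition.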
CendR NRP1 mod: NRP-1/CendR interaction modulation. O14786. FAM-RPARPAR peptide binding to NRP-1, fluorescence polarization. inhibition, % at 25 µM. 360,000 compounds, 0.85% hits. AID 602438;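 active means inhibition or corrected inhibition above about 18%, plus a signal ratio from 0.5 to 1.5, limit read from the data, passing the limit was not always enough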; further: strong numbers were not always called active
SUMO1-SIM PPI: SUMO1-SIM interaction modulation. P63165. SUMO1 binding to a labelled peptide, TR-FRET, 1 h. inhibition, % at 20 µM. 360,000 compounds, 0.33% hits; in the data active means inhibition above about 37%
DNMT1 inh: blocks human DNA methyltransferase DNMT1 | P26358 | DNMT1 molecular beacon, Hinp1I cleavage, fluorescence | inhibition (reported as % activation of signal), % at 10 µM | 360,000 compounds, 0.83% hits; in the data active means inhibition above about 50%
LMPTP inh: LMPTP (human) inhibition. inhibition, % at 20 µM. P24666. recombinant LMPTP-A, OMFP fluorogenic substrate, fluorescence intensity. 360,000 compounds, 0.22% hits;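 active means compounds that cut the enzyme signal by at least half of the control window in the single-dose screen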;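 further: plate controls were DMSO wells with enzyme plus substrate for no effect and substrate without enzyme for full effect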
Target sequence (P24666 whole entry, looked up): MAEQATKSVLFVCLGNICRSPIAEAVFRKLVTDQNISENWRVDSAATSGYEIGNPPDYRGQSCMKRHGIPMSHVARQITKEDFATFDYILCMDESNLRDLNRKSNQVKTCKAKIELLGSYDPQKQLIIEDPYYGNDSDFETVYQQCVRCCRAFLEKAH
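material = LMPTP-A | quantity = 0.625 nM enzyme | reagent = OMFP substrate, 400 µM final | buffer or medium = Bis-Tris pH 6.0, DTT, detergent | detection = endpoint fluorescence intensity from OMFP dephosphorylation | dosing = single 20 µM dose | read-out basis = % inhibition relative to no-enzyme and uninhibited control wells | control set = no-enzyme and uninhibited controls | timing = 50 min at room temperature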
MT1-MMP act inh: inhibitors of human MT1-MMP activation; HT1080 RFP-PRO-GFP cells, GFP/RFP ratio fluorescence, overnight; percent of plate control window, DMSO zero; GFP/RFP ratio change, % at 20 µM; P50281; 360,000 compounds, 0.061% hits;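 active means GFP/RFP ratio change of at least 30% with cell ATP level not reduced by more than half and red fluorescence within 50% of control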; further: strong numbers were not always called active
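Test system: HT1080 RFP-PRO-GFP cells; Benchmarks: DMSO and RFP-L50D-GFP cell wells; Timing: cells overnight before dosing, compound overnight, 37 °C, 5% CO2; Compound: one 20 µM compound dose with 1% DMSO; Read-out: GFP/RFP fluorescence ratio.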
Rpn11 block: inhibitors of human proteasome Rpn11. 360,000 compounds, 0.59% hits. calls only at 20 µM. human 26S proteasome, Ub4-pepOG fluorescence polarization; 20S core pre-blocked with epoxomicin. O00487. AID 588493;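 active means inhibition at 20 µM, scaled to each plate's controls, above about 33%, limit read from the data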
Target sequence (O00487 whole entry, looked up): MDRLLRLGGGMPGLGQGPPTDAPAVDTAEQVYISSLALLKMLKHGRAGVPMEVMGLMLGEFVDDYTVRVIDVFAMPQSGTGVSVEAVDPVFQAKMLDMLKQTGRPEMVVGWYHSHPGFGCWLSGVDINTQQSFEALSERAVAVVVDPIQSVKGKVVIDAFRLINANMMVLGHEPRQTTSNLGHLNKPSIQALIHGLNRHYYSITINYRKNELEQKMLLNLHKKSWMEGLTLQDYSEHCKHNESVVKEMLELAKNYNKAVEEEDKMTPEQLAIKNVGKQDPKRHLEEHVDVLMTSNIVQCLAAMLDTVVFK
NadD inh: blocks S. aureus nicotinate mononucleotide adenylyltransferase; 360,000 compounds, 0.78% hits; purified NadD enzyme, colorimetric absorbance read-out; inhibition, % at 20 µM; in the data active means inhibition above about 26%; further: some compounds past the cut are filed as inactive
* hit, by the source's call; i = inactive; / = no result given. This is a random part of the collection; about 3.9% have a hit in one of these screens.

SMILES	SKN-1 inh	Scp1 inh	STEP inh	CendR NRP1 mod	SUMO1-SIM PPI	DNMT1 inh	LMPTP inh	MT1-MMP act inh	Rpn11 block	NadD inh
O=C(CN(C(=O)CNS(=O)(=O)c1ccc(F)cc1)c1cccc(F)c1)NCC1CCCO1 (stereo not given)	15	-9	-3	1	0	1	-1.5	-2	i	-1
Cc1cc(NC(=O)CCC(=O)N(Cc2ccco2)C(C(=O)NCC2CCCO2)c2ccncc2)no1 (stereo not given)	-9	-5	0	-4	1	2	-0.2	2	i	-1
COC(=O)c1ccc2c(c1)N(C)CCS2	4	-8	0	0	-1	-2	-2.3	1	i	0
CCOC(=O)N=Nc1c(O)n(CC(=O)OC)c2ccccc12	16	5	0	-1	-17	-1	-2.0	0	i	-2
C=CCn1c(=N)c(C(=O)NCCCOC)cc2c(=O)n3cccc(C)c3nc21	-22	0	-3	8	-13	3	-0.1	-3	i	0
CC12CCCC[C@@H]1CCC1C2CCC2(C)C1CC[C@@]2(O)CNCCO (stereo not given in full)	15	-2	2	-1	-25	-1	-0.8	-7	i	-11
Cc1ccc(N2C(=O)[C@@H]3[C@H](C2=O)C2c4ccccc4C=CN2[C@@H]3C(=O)c2ccco2)c(C)c1 (stereo not given in full)	-8	4	2	-25	16	-17	1.9	-21	i	12
O=C(NCC1CCCN(C2Cc3ccccc3C2)C1)c1cccs1 (stereo not given)	7	-8	-4	2	-2	-6	-0.2	-6	i	-2
CC(O)(c1ccccc1)C(c1ccccc1)C1CCCCN1 (stereo not given)	0	-1	3	-6	1	3	-0.3	2	i	-6
Cc1csc(=NC(=O)c2ccccc2)n1C	-20	2	-2	-2	6	1	-1.5	-3	i	-3
COc1ccc(OC)c(CCNC(=O)C(C)n2nc(C)c3c(C)n(-c4ccc(C)cc4)nc3c2=O)c1 (stereo not given)	-14	-2	3	3	1	-1	-2.8	7	i	0
Cc1nc2c(OCc3cccc(Cl)c3)cccn2c1N(C)CC1CC1	21	/	2	-5	7	2	3.5	8	i	1
O=C1CSC(=S)N1/N=C/c1c(F)cccc1F	-14	-6	10	-11	3	-6	1.3	4	i	16
C=CCn1c(-c2ccccc2)cc(SC)c(C#N)c1=O	0	-8	3	-8	-2	5	2.1	-6	i	-4
CCC1Sc2ccccc2N(CC(=O)NCc2ccccc2OC)C1=O (stereo not given)	94	-4	4	-6	3	-1	0.0	1	i	-6
O=C(Oc1cncc(Cl)c1)c1sccc1Cl	7	-1	-2	1	-5	3	-0.4	1	i	-1
Cc1ccc(CNC(=O)CCC(=O)N2CC(C)Oc3ccc(Cl)cc32)cc1 (stereo not given)	13	-17	-1	-5	-7	3	-0.2	-6	i	0
O=C(CN(Cc1ccccc1Cl)C(=O)c1csnn1)NC1CCCC1	4	0	2	8	-1	0	-1.5	-3	i	5
CC(=O)c1cccc(OCC(O)CNCCOc2ccc(C)cc2)c1 (stereo not given)	-3	-7	3	2	3	0	-1.2	-1	i	-4
CCCCc1ccc(S(=O)(=O)NC2CCS(=O)(=O)C2)cc1 (stereo not given)	-5	-11	-3	3	2	-2	-1.7	-1	i	-5

Five entries picked at random from those above:
SMILES	SKN-1 inh	Scp1 inh	STEP inh	CendR NRP1 mod	SUMO1-SIM PPI	DNMT1 inh	LMPTP inh	MT1-MMP act inh	Rpn11 block	NadD inh
O=C(CN(C(=O)CNS(=O)(=O)c1ccc(F)cc1)c1cccc(F)c1)NCC1CCCO1 (stereo not given)	15	-9	-3	1	0	1	-1.5	-2	i	-1
COC(=O)c1ccc2c(c1)N(C)CCS2	4	-8	0	0	-1	-2	-2.3	1	i	0
Cc1csc(=NC(=O)c2ccccc2)n1C	-20	2	-2	-2	6	1	-1.5	-3	i	-3
COc1ccc(OC)c(CCNC(=O)C(C)n2nc(C)c3c(C)n(-c4ccc(C)cc4)nc3c2=O)c1 (stereo not given)	-14	-2	3	3	1	-1	-2.8	7	i	0
O=C(CN(Cc1ccccc1Cl)C(=O)c1csnn1)NC1CCCC1	4	0	2	8	-1	0	-1.5	-3	i	5

The list goes on.
SMILES	SKN-1 inh	Scp1 inh	STEP inh	CendR NRP1 mod	SUMO1-SIM PPI	DNMT1 inh	LMPTP inh	MT1-MMP act inh	Rpn11 block	NadD inh
Cc1cccc(NC(=O)C(C)n2cc([N+](=O)[O-])cn2)n1 (stereo not given)	4	-2	-2	-13	0	1	-2.0	3	i	-3
Cc1ccc(N2CCN(C(=S)Nc3ccccc3)CC2)cc1	4	-6	0	5	4	4	1.4	2	i	-9
CCOC(=O)C1CCN(C(=O)c2ccc3c(c2)NC(=O)/C(=C\c2ccc(C)cc2)S3)CC1	21	-8	-1	-46	-13	-8	5.1	-7	i	-2
Cc1cc(CNC(=O)C2CCC(=O)N(Cc3cccc(C(F)(F)F)c3)C2)no1 (stereo not given)	16	-3	3	11	1	3	-1.2	-3	i	0
Cc1cc(C(=O)COC(=O)c2ccc(NC(=O)CC#N)cc2)c(C)n1CC(F)(F)F	23	/	-1	-14	7	-8	1.5	-2	i	16
C=CCn1c(C)cc(-c2csc(NC(=O)CCc3nc4ccccc4c(=O)[nH]3)n2)c1C	28	7	-4	-20	0	4	7.4	0	i	52*
COc1ccc(S(=O)(=O)N(C)C[C@H]2Oc3ncc(C#CC4(O)CCCC4)cc3C(=O)N([C@@H](C)CO)C[C@@H]2C)cc1	10	/	2	-12	1	3	-2.1	-2	i	2
O=C(CSc1nnc(-c2ccccn2)n1Cc1ccccc1)N1CCOCC1	-11	-3	-2	-15	0	0	-1.2	-1	i	-3
CCN(CC)CCC(c1cc(OC)c(OC)c(OC)c1)c1c(OC)cc(OC)c2c(C)cc(=O)oc12 (stereo not given)	40*	0	1	8	7	4	-0.3	-2	i	-3
COC(/C(=N/O)c1ccc(Cl)cc1)c1ccccc1 (stereo not given)	8	-12	-2	4	1	3	2.0	-1	i	-7
CCOC(=O)C1CCCN(C(=O)c2cccc(S(=O)(=O)N(C)c3ccc(C)cc3)c2)C1 (stereo not given)	15	-4	0	1	-2	0	0.3	3	i	-1
O=C(CSc1nccn1-c1ccccc1)NCc1ccc2c(c1)OCO2	-11	18	-3	1	0	7	0.7	2	i	2
CCOc1c(Br)ccc2c1sc1nc[nH]c(=O)c12	-8	-8	-1	0	0	3	1.9	-7	i	1
Cc1ccc(CC(=O)c2ccc(Cl)cc2)cc1	10	-8	3	15	-14	10	1.2	3	i	-4
O=S(=O)(NCCCN1CCOCC1)c1ccc2c(c1)OCCO2	-4	-5	3	8	3	0	-1.1	2	i	-1
Cc1ccc(CN(C(=O)C(F)(F)F)C(C(=O)NC2CCCCC2)c2ccco2)cc1 (stereo not given)	8	-7	3	0	1	-4	1.1	-25	i	-4
CC(CC(=O)Nc1ccc(F)cc1F)S(=O)(=O)c1ccc2c(c1)NC(=O)CO2 (stereo not given)	0	-2	-2	7	-1	2	-1.0	-2	i	-2
CC(C)CCN1CCN(Cc2cccc(C(F)(F)F)c2)CC1CCO (stereo not given)	-14	0	0	12	-2	-1	-2.3	6	i	-7
O=C(OCc1cc(=O)oc2cc(O)ccc12)c1cc(S(=O)(=O)N2CCOCC2)ccc1F	20	-3	1	-10	-20	4	3.7	-8	i	16
O=C(CNC(=O)c1ccccc1)NCCCSc1ccccc1	10	0	1	27*	-2	4	-0.9	1	i	0
COc1ccc(NCC(=O)N2CCCC2)cc1Cl	0	-6	0	2	2	1	0.4	0	i	0
Cc1ccc(C(=O)OCC(=O)N(C)c2c(N)n(Cc3ccccc3)c(=O)[nH]c2=O)s1	1	-9	2	-7	3	2	-0.7	-2	i	-2
Cc1cc2cc(OCC(=O)O)ccc2n1C	20	7	4	-3	-4	8	1.7	-48	i	-1
Nc1c(C(=O)NCCN2CCOCC2)c2nc3ccccc3nc2n1CCc1ccccc1F	15	4	-7	-12	-6	-28	2.1	-12	i	-11
CCN(CC)S(=O)(=O)c1ccc2oc(SCC(=O)NCc3ccccc3)nc2c1	-9	-4	0	-1	-1	-2	-1.0	11	i	-4
CC(=O)Nc1ccc2nc(NC(=O)c3ccco3)sc2c1	-1	-2	-5	-4	7	8	-1.4	-3	i	-3
CCOC(=O)c1cnc(-c2ccccc2)nc1Oc1ccc(Cl)c(Cl)c1	1	-16	4	3	9	0	-0.5	-3	i	8
CCOC(=O)C1CCN(S(=O)(=O)c2cccc(-c3cn4cccc(C)c4n3)c2)CC1	-31	0	2	1	8	-1	2.0	7	i	5
CCOC(=O)c1c(C)[nH]c(C(=O)OCC(=O)N(CC(C)C)C2CCS(=O)(=O)C2)c1C (stereo not given)	-3	-5	3	11	-2	1	-0.6	0	i	-2
CN1/C(=C\C(=O)c2cccc([N+](=O)[O-])c2)Sc2ccccc21	16	-5	2	-7	0	52*	5.3	2	i	1
O=C(O)c1ccc(Nc2ccc3nonc3c2[N+](=O)[O-])cc1	-13	-5	1	3	-4	21	0.3	1	i	-4
CC(=O)Nc1cc2c(cc1Cl)-c1ccccc1C2O (stereo not given)	13	-4	2	-11	-1	-2	-1.2	1	i	0
Cc1ccccc1NS(=O)(=O)c1cc(C(=O)Nc2ccccc2-c2ccccc2)ccc1Cl	2	-8	-1	0	0	-9	3.4	-5	i	9
COc1ccc(Nc2nc3ccccc3c(=O)[nH]2)cc1	-21	-4	2	8	-1	0	-3.5	5	i	-3
CCOC(=O)c1cnn(-c2c(Cc3ccccc3)c(C)nc3c(-c4ccccc4)c(C)nn23)c1N	24	0	0	-7	1	-5	1.9	-8	i	3
CC(C)(C)NC(=O)COC(=O)C1c2ccccc2Oc2ccccc21	10	-7	-4	9	4	3	-1.3	-1	i	-3
CC1CCN(c2nc(CN3CCCCC3)nc3scc(-c4ccccc4)c23)CC1	3	2	-3	8	-3	1	0.8	-5	i	-8
Cc1ccc(/C=C2\SC(=S)N(CC3CCCO3)C2=O)o1 (stereo not given)	20	7	3	-65	-19	-6	2.7	15	/	4
CNC(=O)c1csc(-c2ccc(Cl)cc2)n1	14	-4	-1	9	-2	1	-0.3	5	i	-2
COc1ccc(CCNC(=O)CSCc2ccc([N+](=O)[O-])cc2)cc1	10	-8	-2	5	-12	-1	0.1	0	i	1
O=C(CN1CCOCC1)NN1CC(=O)N(c2ccc(Cl)cc2)CC1=O	4	7	-1	16	3	-1	-2.2	-2	i	-3
OCCNC(=S)NCCc1ccccc1	-9	-5	0	-5	0	0	-0.5	5	i	0

Source: PubChem (Sanford-Burnham Center for Chemical Genomics)
